MEP2 TOR yeast: alters MEP2-GFP fluorescence in TOR pathway yeast screen. S. cerevisiae MEP2-GFP strain, flow cytometry GFP, 3 h; 100% = DMSO control level. GFP response vs DMSO, % at 10 µM. actives 0.51% (n = 330,000). AID 2016;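 active = GFP response versus DMSO above a set limit, roughly screen mean plus 3 SD, cut at about 180% in these data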;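 note: median GFP fluorescence of the barcode-gated MEP2-GFP cells per well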
LAP4-GFP MLPCN: alters LAP4-GFP fluorescence in TOR pathway yeast screen; S. cerevisiae LAP4-GFP multiplex, flow cytometry GFP, 3 h; median GFP as percent of DMSO wells; GFP response vs DMSO, % at 10 µM; actives 0.34% (n = 320,000);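 active = GFP response vs DMSO above a set limit, about the screen mean plus 3 SD, cut at about 150% in these data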
ZTA DNA inh: blocks Epstein-Barr virus ZTA, an EBNA-1 counter-screen; P03206; ZTA-DNA binding, fluorescence polarization; inhibition, % at 11 µM; actives 0.15% (n = 320,000); in the data active = inhibition above about 33%
RPL19A TOR yeast: modulators of TOR pathway RPL19A-GFP in S. cerevisiae | S. cerevisiae RPL19A-GFP strain, flow cytometry, 3 h; stronger effect = lower value | percent response vs DMSO, % at 10 µM | actives 0.3% (n = 330,000);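 active = percent response vs DMSO below 50%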;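 note: median channel GFP fluorescence of the barcoded RPL19A-GFP strain; ratio of sample median GFP to plate DMSO average so 100% = DMSO; lower means less RPL19A-GFP as with rapamycin TOR inhibition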
procasp3 activ: activates human procaspase-3. recombinant procaspase-3 D3A, Ac-DEVD-pNA absorbance 405 nm. activation, % at 8.5 µM. actives 0.11% (n = 330,000). AID 463141;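 active = activation above the mean of all tested compounds plus 3 SD, cut at about 21% in these data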;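 note: 0% = DMSO alone and 100% = DMSO wells spiked with extra 5 µM PC-3 D3A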
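Assay system – Procaspase-3 D3A mutant · Benchmarks – DMSO low control, extra-enzyme high control · Technique – 405 nm absorbance of p-nitroaniline, reads at 0 and 120 min · Doses – 8.5 µM nominal · Measure – % activation between DMSO and enzyme-spiked controls · Also added – Ac-DEVD-pNA chromogenic peptide substrate · Schedule – 1 h compound preincubation, 2 h substrate hydrolysis at 25 °C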
AHR activator: human AHR activation; P35869; activation, % at 5 µM; actives 2.5% (n = 320,000); AHR-responsive luciferase reporter cells, luminescence; AID 2796; in the data active = activation above about 47%;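 note: 0% = vehicle wells and 100% = reference agonist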
EBNA-1 inhibitor: blocks EBNA-1 binding to DNA. actives 0.34% (n = 300,000). inhibition, % at 14.8 µM. AID 1950. EBNA-1 DNA binding, fluorescence polarization; in the data active = inhibition above about 28%
proCasp7 act: counter-screen for procaspase-3 activators: activators of human procaspase-7; AID 463210; P55210; recombinant procaspase-7, Ac-DEVD-pNA absorbance 405 nm; D23A/D198A/D206A triple mutant, cannot self-cleave; scale: DMSO 0, 5 µM enzyme 100; activation, % at 8.5 µM; actives 0.093% (n = 330,000);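 active = percent activation above the screen-wide mean plus 3 SD, cut at about 25% in these data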
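Assay system: Uncleavable procaspase-7 mutant enzyme / Input: 2 µM procaspase-7 mutant as dispensed / Dosing: single nominal 8.5 µM compound dose, 0.8% DMSO final / Timing: 1 h enzyme–compound preincubation and 2 h substrate reaction, both 25 °C / Detection: p-Nitroaniline absorbance at 405 nm, read at 0 and 120 min / Replication: singlicate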
* = called active by the depositor; nt = not tested or not shown; [ ] = dose if it differs, or a comment.

SMILES	MEP2 TOR yeast	LAP4-GFP MLPCN	ZTA DNA inh	RPL19A TOR yeast	procasp3 activ	AHR activator	EBNA-1 inhibitor	proCasp7 act
O=C1Nc2ccc(S(=O)(=O)NCC3CCCO3)c3cccc1c23 (stereo not given)	104.5	101.9	-27.1	95.2	1.9	6.1	-5.7	4.1
Cc1nc(Nc2c(Cl)cccc2Cl)sc1C(=O)Nc1ccccc1	99.7	101.3	-0.8	102.6	10.2	5.6	10.4	-3.9
NC(=Nc1ccccc1)Nc1ccccc1	106.6	103.5	9.9	102.6	2.7	1.6	8.1	-14.8
O=C(CCCN1C(=O)/C(=C/c2ccccc2Cl)SC1=S)NNC(=O)c1ccncc1	103.7	nt	0.1	98.8	-12.1	-5.2	-4.2	-10.4
NC(=O)C1=C[C@H](c2coc3ccccc3c2=O)C[C@H](OCCCCO)O1	90.5	132.6	-4.4	98.7	-2.0	1.9	3.5	-2.6
O=C(Nc1ncc(Br)s1)C1CCCN1S(=O)(=O)c1cccc2cccnc12 (stereo not given)	103.0	99.2	-7.4	94.8	-1.5	30.3	-5.1	10.7
N#Cc1ccc(Cl)cc1NC(=O)CSc1nc2nc(-c3cccs3)cc(C(F)(F)F)c2c(=O)[nH]1	105.9	95.7	5.8	98.2	-1.9	18.1	-14.4	-0.2
NNC(=O)c1ccc([N+](=O)[O-])c(CS(=O)(=O)c2ccc(Cl)cc2)c1	91.9	96.8	5.9	90.6	-5.2	8.1	-1.8	5.5
Cc1ccc(CSCc2ccc(C(=O)NCCC(C)C)o2)cc1	99.8	95.8	10.6	100.5	-4.2	-1.1	4.5	1.3
C[C@H](NC(=O)CCC1CCC(=O)N1)c1ccccc1 (stereo not given in full)	94.9	114.1	7.2	103.1	2.3	-1.9	4.6	-9.7
CCc1ccc(NC(=O)c2ccc(NC(=O)C3CCCO3)cc2)cc1 (stereo not given)	101.6	123.1	-7.9	100.4	8.0	-6.0	-7.2	3.7
CCc1cc2c(=O)nc3n(c2s1)Cc1ccccc1/C3=C(/O)c1ccccc1Cl	101.6	105.6	7.5	96.1	-7.9	2.4	6.3	2.9
O=C(Cn1cnc2cc([N+](=O)[O-])ccc2c1=O)N(Cc1ccccc1)C1CCS(=O)(=O)C1 (stereo not given)	103.4	104.4	-9.4	93.7	-0.2	1.8	-10.1	7.0
Cc1ccc(CSCCNC(=O)/C=C/c2ccc(Cl)cc2)cc1	102.8	96.5	4.1	100.7	-2.1	-0.3	6.6	7.0
O=C1NCCN(Cc2ccoc2)C1CC(=O)N(Cc1ccccc1)CC1CCC1 (stereo not given)	95.2	91.0	-3.5	94.6	3.2	-0.4	-1.4	-1.9
CC(=O)N/N=C/c1cc(C(C)(C)C)cc(/C=N/NC(C)=O)c1O	394.7*[may fluoresce violet]	291.5*[may fluoresce violet]	-11.7	123.0[may fluoresce violet]	-12.6	81.6*	-10.2	-10.1
CCOC(=O)C1CCCN(C(=O)c2cc3cc(F)ccc3[nH]2)C1 (stereo not given)	103.8	101.1	0.9	93.8	-4.4	50.1*	11.5	-2.1
CC(C)(C)c1ccc(/C=C/C(=O)N2CCc3ccccc3C2)cc1	97.3	99.2	8.7	93.3	1.6	1.1	-5.7	1.7
O=C(NCc1ccc(Cl)cc1Cl)C1CC(=O)N(Cc2ccccc2)C1 (stereo not given)	94.7	89.2	-10.3	98.0	10.3	-0.4	-3.1	-6.6
CC(C)(C)C(=O)/C=c1\s/c(=C\c2ccc(-c3ccc([N+](=O)[O-])cc3)o2)c(=O)n1CC(=O)NC(N)=O	117.6	127.6	-5.0	90.6	3.4	6.9	-6.4	-1.3
C=CCN(C(=O)COC(=O)c1cc[n+]([O-])cc1)c1nc(-c2ccccc2)cs1	105.5	107.7	nt	105.3	4.5	36.3	nt	1.1
Cc1cc(NC(=O)Nc2ccccc2[N+](=O)[O-])no1	102.1	104.2	-8.3	100.3	-6.8	35.6	1.9	-0.4
Cn1c(=O)n(CCOc2ccc(Cl)cc2Cl)c2ccccc21	100.3	97.5	-9.9	99.0	8.8	1.7	-11.5	8.4
CN1CCN(C(=O)c2ccc3c(c2)N(Cc2ccc(F)cc2)C(=O)c2ccccc2S3=O)CC1 (stereo not given)	92.8	99.4	4.6	91.6	1.4	4.0	0.8	-1.1
COc1ccc(/C=N/Nc2nc(C)nc(N)n2)cc1	102.2	90.2	8.7	100.0	-0.7	9.2	11.1	5.2
SMILES	MEP2 TOR yeast	LAP4-GFP MLPCN	ZTA DNA inh	RPL19A TOR yeast	procasp3 activ	AHR activator	EBNA-1 inhibitor	proCasp7 act
COc1ccc(N2CCC(CNS(=O)(=O)c3cccc(C(F)(F)F)c3)C2)cc1 (stereo not given)	108.9	99.2	3.5	98.8	-8.8	0.9	-2.1	-19.0
O=C(O)c1ccc(S(=O)(=O)c2ccc3c(c2)C(=O)N(c2ccc(Br)cc2)C3=O)cc1	122.3	110.4	-10.8	107.0	4.7	-0.1	13.6	0.3
CC(C)Cc1nccs1	94.1	107.6	-6.3	100.1	3.2	0.1	-4.2	12.9
Cc1c(C)c2ccc(OCC(=O)Nc3ccc(S(N)(=O)=O)cc3)c(C)c2oc1=O	95.4	96.6	-6.8	99.6	-2.0	-1.4	-1.2	-3.0
COc1ccccc1CNS(=O)(=O)c1ccc2c(c1)CC(C)N2C(=O)C1CCC1 (stereo not given)	100.1	97.9	-16.1	100.8	2.1	-0.9	-8.4	9.8
COc1ccccc1-c1c(C)nn2c(N3CCN(c4ccccc4OC)CC3)cc(C)nc12	103.9	101.5	-12.7	102.2	9.2	-2.1	8.0	2.5
COc1ccc([C@H]2CC(=O)C=C(c3cccc(Cl)c3)C2)cc1OC	98.5	122.8	-9.2	100.0	4.5	2.7	nt	7.1
O=C(NCCCN1CCCC1=O)c1cc2ccccc2o1	92.9	104.0	-0.2	95.9	5.2	2.5	nt	3.9
CCCOc1ccccc1N/C(=N/c1nc(C)cc(C)n1)NC(=O)COc1ccc(OC)cc1	108.4	120.6	-0.2	101.0	4.0	12.2	-9.8	5.5
Cc1cccc(-c2ncc(CN3CCN(CCC(C)C)C(CCO)C3)cn2)c1 (stereo not given)	104.6	105.2	-3.1	99.2	-1.2	0.4	-1.7	-2.2
Cc1nn(C)c(C)c1/C=N/NC(=O)CCn1nc(C)c([N+](=O)[O-])c1C	101.6	91.7	-5.9	98.3	0.7	12.7	0.4	2.4
Clc1nc(-c2ccccc2)cc(-c2ccc(Br)cc2)n1	112.5	104.4	-1.9	103.4	3.5	68.5*	-5.9	-6.4
COc1ccc(C2=NN(C(=O)CSc3nc(=O)n4cccc(C)c4n3)C(c3ccc(C)cc3)C2)cc1 (stereo not given)	93.6	112.5	-2.2	97.3	1.6	-0.1	5.9	-3.4
COc1cc(-c2nnc3n2N=C(c2ccccc2)CS3)cc(OC)c1OC	94.3	101.2	2.2	95.3	0.6	16.4	-7.2	-3.9
COCCCn1c(SCC(=O)N2CC(=O)Nc3ccccc32)nnc1-c1ccoc1C	88.6	88.5	10.5	94.3	2.2	5.9	3.5	-4.5
COc1ccc(C(=O)NCCC(C)C)cc1S(=O)(=O)N1CCOCC1	109.6	112.7	6.5	102.2	1.0	4.5	5.3	-4.4
O=C(N/N=C/c1cc(Br)c(Br)o1)c1ccc2c(c1)OCCO2	103.2	114.9	11.0	100.3	0.6	6.6	4.4	-5.5
O=C(CSc1nnc(-c2ccccn2)o1)Nc1ccccc1C(F)(F)F	102.6	96.3	9.8	102.9	-0.8	4.6	-9.7	9.3
CCN1CCN(CCCNC(=O)c2cc3c(s2)-c2ccccc2OC3)CC1	97.3	95.7	7.3	102.3	1.5	3.7	-4.3	1.1
CCN(CC)c1ccc2c(O)cc(=O)oc2c1	95.3	94.6	-0.8	102.8	-4.8	0.9	-5.8	-6.0
O=C(NCc1ccccc1)C(=O)NCC(c1ccco1)N1CCN(c2ccccc2F)CC1 (stereo not given)	97.9	108.2	1.2	95.0	0.5	5.7	-2.9	0.9
Cc1cccc(CS(=O)(=O)Cc2ccc(C(=O)NCc3cccs3)o2)c1	102.9	118.0	-3.5	106.2	2.2	1.0	-9.0	-3.0
CC1CN(C(=O)c2cc(F)c(F)cc2Cl)CC(C)O1 (stereo not given)	99.8	103.2	6.9	98.7	6.1	3.3	9.4	4.2
Cc1ccc(-c2nc3ncccc3o2)cc1NC(=O)C(C)C	107.7	93.3	9.0	104.6	6.3	40.3	5.6	3.7
CC(=O)NNC(=O)c1ccncc1	95.7	94.2	5.2	99.0	-2.1	-0.8	1.7	6.5
SMILES	MEP2 TOR yeast	LAP4-GFP MLPCN	ZTA DNA inh	RPL19A TOR yeast	procasp3 activ	AHR activator	EBNA-1 inhibitor	proCasp7 act
CC(=O)Nc1nc(C)c(S(N)(=O)=O)s1	102.8	104.8	-6.3	100.2	-0.3	-0.4	2.2	-2.2
CC(C)C(=O)NC(NC1CCS(=O)(=O)C1)C(Cl)(Cl)Cl (stereo not given)	99.8	99.4	-21.9	95.0	2.8	0.6	-3.4	-7.7
CC(C)(C)C1CCC(OC(=O)CN2CCOCC2)CC1 (stereo not given)	90.0	90.7	11.1	88.6	-9.6	-0.1	0.5	2.9
CCN1C(=O)c2cccc3c(S(=O)(=O)Nc4ccccc4O)ccc1c23	96.3	88.2	-0.4	100.0	-4.9	4.9	5.0	-7.1
CC(C)(C)c1ccc(-c2nnc3sc(-c4ccncc4)nn23)cc1	94.8	101.4	-4.2	91.7	-6.3	13.7	0.3	-10.5
NC(=O)c1nsc(C(=O)N(Cc2cccnc2)C(C(=O)NCc2ccc(F)cc2)c2ccc(F)cc2)c1N (stereo not given)	93.9	80.8	-3.4	97.5	5.7	-0.6	-2.2	6.1
Cc1cccn2c(=O)c3cc(C(=O)NCC4CCCO4)c(=N)n(CCN4CCOCC4)c3nc12 (stereo not given)	605.4*[may fluoresce violet]	91.4[may fluoresce violet]	0.5	48.7*[may fluoresce violet]	-16.4	7.9	-8.9	-16.9
c1ccc(-n2nnnc2NC2CCCCCC2)cc1	103.3	107.3	-2.1	100.8	2.0	0.7	-2.6	6.3
COc1cc(/C=C/C2=NC(=O)C(C)(C)O2)ccc1O	105.3	95.8	9.2	107.4	6.9	1.7	2.9	-0.8
Cc1cc2c(=O)n(C)c(SCC(=O)Nc3cccc(O)c3)nc2s1	107.2	103.6	-1.0	102.9	8.9	5.4	2.0	4.1
Cn1c2c(c(=O)n(C)c1=O)C(c1ccc(Cl)cc1)C(C#N)=C(N)O2 (stereo not given)	98.2	94.0	-14.5	97.8	-7.7	5.5	4.5	3.7

Entries from the list above containing bromine:
SMILES	MEP2 TOR yeast	LAP4-GFP MLPCN	ZTA DNA inh	RPL19A TOR yeast	procasp3 activ	AHR activator	EBNA-1 inhibitor	proCasp7 act
O=C(Nc1ncc(Br)s1)C1CCCN1S(=O)(=O)c1cccc2cccnc12 (stereo not given)	103.0	99.2	-7.4	94.8	-1.5	30.3	-5.1	10.7
O=C(O)c1ccc(S(=O)(=O)c2ccc3c(c2)C(=O)N(c2ccc(Br)cc2)C3=O)cc1	122.3	110.4	-10.8	107.0	4.7	-0.1	13.6	0.3
Clc1nc(-c2ccccc2)cc(-c2ccc(Br)cc2)n1	112.5	104.4	-1.9	103.4	3.5	68.5*	-5.9	-6.4
O=C(N/N=C/c1cc(Br)c(Br)o1)c1ccc2c(c1)OCCO2	103.2	114.9	11.0	100.3	0.6	6.6	4.4	-5.5

Screens from PubChem.
